Bioassay records deposited in PubChem by University of Kansas High Throughput Screening Laboratory.
Pf apPOL block: Pf-apPOL inhibitors, biochemical, fluorescence. inhibition, % at 10 µM. hit rate 0.25% among 210,000. Plasmodium falciparum apicoplast DNA polymerase (apPOL). Recombinant Pf-apPOL, molecular beacon fluorescence, 1.5 h
mHTT CaM bind: mutant huntingtin-calmodulin interaction inhibitors – biochemical, AlphaScreen, primary screen; AlphaScreen His-mHTT/GST-CaM binding, luminescence; inhibition, % at 15 µM; hit rate 3.6% among 190,000; AID 1671202, 2021;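 also: 0% = both proteins with DMSO and 100% = one protein alone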
Target sequence (P42858 whole entry, looked up, stated change not applied): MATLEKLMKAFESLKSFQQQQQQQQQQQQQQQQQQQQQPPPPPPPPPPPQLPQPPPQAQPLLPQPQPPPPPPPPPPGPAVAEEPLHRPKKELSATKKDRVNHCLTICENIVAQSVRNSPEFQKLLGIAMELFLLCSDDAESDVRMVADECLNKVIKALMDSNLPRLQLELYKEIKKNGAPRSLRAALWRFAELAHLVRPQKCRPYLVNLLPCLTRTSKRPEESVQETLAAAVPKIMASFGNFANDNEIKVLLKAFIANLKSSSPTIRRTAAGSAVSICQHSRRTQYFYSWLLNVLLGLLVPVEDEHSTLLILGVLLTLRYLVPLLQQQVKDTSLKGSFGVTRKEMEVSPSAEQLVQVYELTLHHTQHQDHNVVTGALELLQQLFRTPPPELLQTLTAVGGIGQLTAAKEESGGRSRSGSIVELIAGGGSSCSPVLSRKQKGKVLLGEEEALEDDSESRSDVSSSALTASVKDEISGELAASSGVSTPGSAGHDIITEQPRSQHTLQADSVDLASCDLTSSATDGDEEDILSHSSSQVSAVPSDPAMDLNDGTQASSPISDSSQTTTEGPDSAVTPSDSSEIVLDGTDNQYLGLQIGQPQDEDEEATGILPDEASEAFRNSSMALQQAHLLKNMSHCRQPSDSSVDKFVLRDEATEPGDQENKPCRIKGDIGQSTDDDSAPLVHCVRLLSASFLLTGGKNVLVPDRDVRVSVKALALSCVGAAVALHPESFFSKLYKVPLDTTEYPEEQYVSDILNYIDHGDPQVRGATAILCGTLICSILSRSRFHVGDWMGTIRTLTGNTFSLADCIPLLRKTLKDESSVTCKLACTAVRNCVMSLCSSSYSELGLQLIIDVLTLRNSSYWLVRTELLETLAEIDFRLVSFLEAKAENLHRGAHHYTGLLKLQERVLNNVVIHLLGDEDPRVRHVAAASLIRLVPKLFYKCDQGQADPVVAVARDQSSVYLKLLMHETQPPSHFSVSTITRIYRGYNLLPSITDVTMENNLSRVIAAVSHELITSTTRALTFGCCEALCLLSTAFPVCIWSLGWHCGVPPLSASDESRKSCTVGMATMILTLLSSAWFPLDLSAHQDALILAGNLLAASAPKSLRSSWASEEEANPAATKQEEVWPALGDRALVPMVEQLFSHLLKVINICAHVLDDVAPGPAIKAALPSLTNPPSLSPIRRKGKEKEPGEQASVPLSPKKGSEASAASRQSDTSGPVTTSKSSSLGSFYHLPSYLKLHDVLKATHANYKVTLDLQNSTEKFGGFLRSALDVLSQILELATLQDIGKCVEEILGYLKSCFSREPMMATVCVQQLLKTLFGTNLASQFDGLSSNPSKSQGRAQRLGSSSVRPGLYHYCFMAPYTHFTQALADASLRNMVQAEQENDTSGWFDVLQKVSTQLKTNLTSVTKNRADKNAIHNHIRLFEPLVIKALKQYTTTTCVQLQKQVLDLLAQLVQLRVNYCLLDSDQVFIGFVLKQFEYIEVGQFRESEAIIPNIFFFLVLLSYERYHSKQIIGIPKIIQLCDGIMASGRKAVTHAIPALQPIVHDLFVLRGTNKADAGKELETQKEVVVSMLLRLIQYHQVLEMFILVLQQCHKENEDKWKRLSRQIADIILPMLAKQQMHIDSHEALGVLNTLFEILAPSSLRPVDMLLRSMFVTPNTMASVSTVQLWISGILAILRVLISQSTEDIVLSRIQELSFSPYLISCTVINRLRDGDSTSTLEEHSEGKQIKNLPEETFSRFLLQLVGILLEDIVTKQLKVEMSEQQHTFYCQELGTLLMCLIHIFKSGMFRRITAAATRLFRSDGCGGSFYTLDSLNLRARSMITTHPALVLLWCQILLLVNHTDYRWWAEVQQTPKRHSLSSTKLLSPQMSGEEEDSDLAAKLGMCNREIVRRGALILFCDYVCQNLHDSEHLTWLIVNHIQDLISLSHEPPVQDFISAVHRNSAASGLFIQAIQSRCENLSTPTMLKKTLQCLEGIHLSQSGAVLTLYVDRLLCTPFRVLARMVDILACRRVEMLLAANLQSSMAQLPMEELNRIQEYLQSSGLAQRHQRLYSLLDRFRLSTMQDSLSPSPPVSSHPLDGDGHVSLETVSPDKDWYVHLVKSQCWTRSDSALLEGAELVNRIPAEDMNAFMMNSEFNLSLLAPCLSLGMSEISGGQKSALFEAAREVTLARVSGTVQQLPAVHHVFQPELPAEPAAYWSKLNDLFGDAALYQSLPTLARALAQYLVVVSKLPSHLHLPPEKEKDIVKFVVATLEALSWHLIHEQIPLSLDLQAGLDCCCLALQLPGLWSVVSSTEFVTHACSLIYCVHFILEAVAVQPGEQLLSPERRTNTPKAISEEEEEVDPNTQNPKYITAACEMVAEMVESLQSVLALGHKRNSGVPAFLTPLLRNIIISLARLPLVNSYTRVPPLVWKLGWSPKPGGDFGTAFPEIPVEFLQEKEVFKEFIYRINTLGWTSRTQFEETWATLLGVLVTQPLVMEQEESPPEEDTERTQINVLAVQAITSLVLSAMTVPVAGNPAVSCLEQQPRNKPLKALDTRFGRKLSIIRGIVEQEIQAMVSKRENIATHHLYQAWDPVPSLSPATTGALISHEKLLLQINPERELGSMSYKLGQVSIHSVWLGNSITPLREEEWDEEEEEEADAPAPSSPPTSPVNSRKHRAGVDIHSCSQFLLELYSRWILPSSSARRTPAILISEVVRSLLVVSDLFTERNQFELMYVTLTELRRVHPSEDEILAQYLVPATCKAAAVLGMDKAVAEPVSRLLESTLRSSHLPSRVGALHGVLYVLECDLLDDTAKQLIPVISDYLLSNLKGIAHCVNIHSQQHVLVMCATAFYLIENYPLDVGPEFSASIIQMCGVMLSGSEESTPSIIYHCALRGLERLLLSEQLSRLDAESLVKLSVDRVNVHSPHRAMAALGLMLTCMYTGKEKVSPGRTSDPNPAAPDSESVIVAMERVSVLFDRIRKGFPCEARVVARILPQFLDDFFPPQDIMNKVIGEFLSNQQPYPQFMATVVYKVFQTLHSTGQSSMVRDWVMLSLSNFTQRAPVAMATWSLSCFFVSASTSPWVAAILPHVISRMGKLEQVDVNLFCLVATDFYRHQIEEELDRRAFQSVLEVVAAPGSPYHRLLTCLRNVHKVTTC
* = called active by the depositor; · = not tested or not shown; & = joins results of further samples. Rule as the data show it: active = inhibition above about 50%; inactive = the rest.

SMILES	Pf apPOL block	mHTT CaM bind
CCOc1ccccc1C(=O)NCCc1cccc(Cl)c1	0	-28
N#CCN1CCN(CC(=O)Nc2ccc(OC(F)(F)F)cc2)CC1	-4	3
Cc1ccc(NC(=O)c2ccc3c(c2)N(S(C)(=O)=O)CC3)cc1Cl	-3	-3
Cc1ccc(S(=O)(=O)NC(=O)NNc2c(Cl)cc(Cl)cc2C(F)(F)F)cc1	-2	·
Cc1ccccc1NC(=O)CC(NCCCCCCN)C(=O)O (stereo not given)	0	0
O=[N+]([O-])c1c(N2CCCC2)n[nH]c1-c1ccccc1	-6	16
O=C(Nc1ccccc1C(=O)NC1CCCCC1)c1cccc(Cl)c1	-3	-6
CC1=C(C(=O)Nc2ccc(Cl)cc2)C(c2cccnc2)n2c(nc3ccccc32)N1 (stereo not given)	7	12
CN1C(=O)Cc2cc(C(=O)NCc3ccccn3)ccc21	-3	-6
COc1ccccc1NS(=O)(=O)c1cc(Cl)ccc1Cl	-3	-24
O=C(O)c1nc(Cl)c(Cl)c(Cl)c1Cl	3	19
COc1cc(CNc2ccc(C)c(C)c2)cc(OC)c1	0	69*
CCc1onc(C)c1C1CCCN1C(=O)c1cc(-c2ccccc2Cl)on1 (stereo not given)	3	-6
COCCn1cc2c3c(cccc31)CN(C(=O)c1ccccc1F)CC2	-4	37
CC(=O)C1=C(C)NC(SCC(=O)c2ccccc2)=C(C#N)C1c1ccc(Cl)cc1 (stereo not given)	5	-22
Cc1ccc(NC(=O)C2CCN(C(=O)c3cc4ccsc4[nH]3)CC2)c(Br)c1	1	31
CN(C)C(CNC(=O)C(=O)Nc1ccc2c(c1)N(S(C)(=O)=O)CCC2)c1cccn1C (stereo not given)	-2	-9
N#Cc1nc(-c2ccccc2)oc1N1CCCCC1	1	11
CN(C)c1ccc(-c2nc(-c3cc4cc(Cl)ccc4oc3=O)cs2)cc1	7	-7
Cc1ccc(Nc2cc(N3CCC(C(=O)N4CCCC4)CC3)ncn2)cc1	-15	3
CCCn1ccnc(N2CCOCC2)c1=O	-4	-10
Cc1ccc(NC(=O)CNC(=O)Cn2ccc3ccccc3c2=O)c(Br)c1	-1	0
CCCCNC(=O)c1oc2ccc(S(=O)(=O)N3CCCC(C)C3)cc2c1C (stereo not given)	-4	-11
CCc1cccc(NC(=O)CN2CCC(c3nc(-c4ccncc4)no3)CC2)c1	2	5
Cc1c(C(=O)N2CCC3(CC2)OCCO3)oc2ccc(S(=O)(=O)N3CCCC3)cc12	-2	4
O=C(NCc1ccccc1F)C1CCN(c2nnc(-c3ccccc3)o2)CC1	-8	12
Cc1nc(SCc2ccccc2)c([N+](=O)[O-])[nH]1	1	4
Cc1ccc(-n2nc3c(c2NC(=O)c2ccc(Cl)c([N+](=O)[O-])c2)CS(=O)(=O)C3)cc1	-7	8
O=C(NCc1cccs1)C1CCC(CNS(=O)(=O)c2ccc(Br)s2)CC1 (stereo not given)	-4	4
CN(C(=O)c1cccc([N+](=O)[O-])c1)c1nnc(C23CC4CC(CC(C4)C2)C3)s1	8	22
CC(=O)COc1ccc2c(c1)OC(=CC1=Cc3ccccc3OC1C)C2=O (stereo not given)	-7	9
COc1cccc(CC(=O)N2CCC(c3cnn(-c4ccc(C)cc4)c3)CC2)c1	-3	3
CCNC(=O)Nc1ccc(C23CC4CC(CC(Cl)(C4)C2)C3)cc1	-6	17
CS(=O)(=O)N(Cc1ccccc1)Cc1ccc2c(c1)OCO2	-5	·
O=C(CN1C(=O)C2C3CC(C(Br)C3Br)C2C1=O)N1CCOCC1 (stereo not given)	-1	-4
O=C(CCN1C(=O)c2ccccc2S1(=O)=O)NCCC1=CCCCC1	8	-11
CCC(=O)NCCc1csc(C2CCN(C(=O)c3ccc(C#N)cc3)CC2)n1	-8	7
Cc1cc(NC(=O)c2cnc(N3CCN(c4ccccn4)CC3)c3ccccc23)no1	0	20
Cc1cc(C)cc(C(=O)Nc2cnc(N3CCOCC3)nc2)c1	1	-7
Cc1ccc(Nc2cc(N3CCC(C(=O)NC(C)C)CC3)ncn2)cc1	-4	-6
Cc1cccc(C(=O)Nc2cc(-c3ccsc3)no2)c1	-4	-10
CC1(C(=O)NCc2ccccc2)CCCN(C(=O)Nc2ccc(Br)cc2)C1 (stereo not given)	-6	-1
Cc1cc(C)n(-c2ccc(=O)n(CCNC(=O)c3cc(C)on3)n2)n1	-6	-16
COc1ccc(C(=O)N2CCN(Cc3cccc([N+](=O)[O-])c3)CC2)cc1	-6	6
CCOc1ccc(C(=O)N2CCCN(C3CCN(Cc4ccc(F)cc4)C3=O)CC2)cc1 (stereo not given)	-1	34
CCCCNC(=O)c1ccc2c(c1)NC(=O)C1CCCCN21 (stereo not given)	-4	-8
CCOc1cc(S(=O)(=O)NCc2ccco2)ccc1Br	-1	-2
CS(=O)(=O)N1CCc2cc(NC(=O)Nc3cccc(C(F)(F)F)c3)ccc21	-3	16
COC(=O)c1c(C)oc2ccc(OC(=O)C(C)(C)C)cc12	3	-13
CN1C(=O)C(CC(=O)NCc2ccccc2)SC1=Nc1ccc(F)cc1 (stereo not given)	-2	-2

(cont.)
SMILES	Pf apPOL block	mHTT CaM bind
O=C(Cc1ccc(NC(=O)c2ccc(F)cc2F)cc1)NCc1cccs1	9	-10
O=C(CCS(=O)(=O)c1ccc(Br)s1)NCCc1ccccc1Cl	-5	2
Cc1ccc(C2=N/C(=C\N3CCCCC3)C(=O)O2)cc1	7	7
COc1ccccc1N(CC(=O)N1CCc2ccccc2C1)S(C)(=O)=O	-11	-5
CCc1cccc(NC(=O)C2CCCN(c3nnc4ccccn34)C2)c1 (stereo not given)	-2	-3
O=C(NCCC1CCN(C(=O)c2ccc(F)cc2)CC1)c1ccc(F)cc1	1	-2
O=S(=O)(c1ccccc1)N1CC2CN(S(=O)(=O)c3cccc(F)c3)CC(C1)O2	-6	1
CC(=O)NC(C)c1ccc(Cl)c(Cl)c1 (stereo not given)	2	-5
N#CCSc1nc2[nH]ncc2c(=O)n1-c1ccccc1	-8	5
CCc1ccc(S(=O)(=O)Nc2ccc(-c3ccc4nncn4n3)cc2)s1	-2	14
Cc1nnc(CNC(=O)c2cc(-c3ccco3)[nH]n2)o1	5	-12
Cc1cccc(CSCCNC(=O)c2ccc(C)c([N+](=O)[O-])c2)c1	-32	8
O=C(Cc1nc(-c2cccnc2)n[nH]1)Nc1ccc(Cl)cc1	3	9
COc1ccc(-c2nc(N3CCC(C)CC3)c3ccccc3n2)cc1OC	1	-8
COc1ccc(-n2nc(C(=O)Nc3cccc(C)n3)c3ccccc3c2=O)cc1	0	-2
CSc1nnc2c(n1)OC(c1ccc(C)o1)N(C(C)=O)c1ccc(Br)cc1-2 (stereo not given)	7	43
COc1ccc(OCc2noc(CNC(=O)COc3ccc(Cl)cc3Cl)n2)cc1	-1	-16
CCOc1ccc2c(c1)/C(=C(/C(Cl)=C(Cl)Cl)[N+](=O)[O-])N2	-2	2
Cc1cccc(OCC(=O)N2CCc3c(c(C(=O)NCc4ccc(F)cc4)nn3C)C2)c1	-8	55*
O=c1c(Cl)c(Cl)cnn1-c1ccc(Cl)cc1	-2	1
Cc1ccc(CNC(=O)C2CCN(c3nc4cccnc4s3)CC2)cc1	3	4
CCC1=NN(C(=O)c2cccnc2)C(O)(c2ccc(Br)cc2)C1 (stereo not given)	-4	24
O=C(C1CCCN(Cc2cccc(Cl)c2)C1)N1CCCCCC1 (stereo not given)	-2	2
Cc1onc(-c2c(Cl)cccc2Cl)c1C(=O)N1CCN(c2ccc(Cl)cc2)CC1	2	6
COc1ccc(-c2noc(C3CCCN3C(=O)C3CCCC3)n2)cc1 (stereo not given)	-5	-11

Reprinted at random: 7 compounds from above
SMILES	Pf apPOL block	mHTT CaM bind
CCc1ccc(S(=O)(=O)Nc2ccc(-c3ccc4nncn4n3)cc2)s1	-2	14
O=C(C1CCCN(Cc2cccc(Cl)c2)C1)N1CCCCCC1 (stereo not given)	-2	2
O=C(Cc1nc(-c2cccnc2)n[nH]1)Nc1ccc(Cl)cc1	3	9
N#CCSc1nc2[nH]ncc2c(=O)n1-c1ccccc1	-8	5
COc1ccc(-n2nc(C(=O)Nc3cccc(C)n3)c3ccccc3c2=O)cc1	0	-2
COc1ccc(OCc2noc(CNC(=O)COc3ccc(Cl)cc3Cl)n2)cc1	-1	-16
Cc1ccc(CNC(=O)C2CCN(c3nc4cccnc4s3)CC2)cc1	3	4

Next section
SMILES	Pf apPOL block	mHTT CaM bind
Cc1ccc(C)c(S(=O)(=O)N2CCC(c3nc(C(=O)N4CCCC4)c(C)o3)CC2)c1	-7	34
COc1ccc(CNC(=O)c2cccs2)cc1	1	-6
Cc1cc(NC(=O)CSc2nc3ccsc3c(=O)n2C2CCCCC2)no1	-4	-3
Cc1nn(C)c(C)c1CCCN(C)C(=O)C1CCCN(c2cn[nH]c(=O)c2)C1 (stereo not given)	-3	-4
O=C(C1CCCC1)N1CCCCC1CCN1CCCC1 (stereo not given)	-2	12
Cc1cccc(-n2nnc(C(=O)NCc3ccccc3)c2N)c1	-1	2
CCCOc1cccc(C(=O)Nc2cc(-c3nc4ncccc4o3)ccc2C)c1	-12	4
O=C(CCCOc1ccccc1)N1CCCc2ccccc21	-1	-27
O=C(Cn1cc(-c2ccccc2)oc1=O)NC1CCCCC1	1	-6
C(=NNc1ncnc2c1cnn2-c1ccccc1)c1ccco1	12	·
CCNC(=O)N1CCN(Cc2nc3ccccc3[nH]2)CC1	-2	-6
CC(C)c1ccc(-n2cnc3cc(C(=O)O)ccc32)cc1	-6	0
CNC(=O)c1cn2ccnc(-c3ccccc3)c2n1	6	-4
CCC1=NN(C(=O)c2cccc([N+](=O)[O-])c2)C(O)(C(F)(F)F)C1 (stereo not given)	3	5
Cc1ccccc1OCc1nc(-c2cccc(-c3ccn[nH]3)c2)no1	2	8
COc1cc([N+](=O)[O-])cc(C=Nc2ccc(-c3nc4c(C)cccc4o3)cc2)c1O	3	1
CC1=CC(=O)OC(c2ccccc2)C1 (stereo not given)	6	·
COc1cccc(CNC(=O)C2(c3ccc(NS(C)(=O)=O)cc3)CCCCC2)c1	-3	-2
Cc1nc(N=C(N)N)nc2ccccc12	3	2&14
O=C(Nc1nc(-c2ccccc2)cs1)c1coc2ccccc2c1=O	5	-4
O=C(COc1ccc(Cl)cc1)Nc1ccc(Br)cn1	-2	-3
CCn1c(=O)c(-c2ccc(C(=O)Nc3cccc(C)c3)cc2)nc2cccnc21	-3	29
O=C(CCCN1CCC(O)(c2ccc(Cl)cc2)CC1)c1ccc(F)cc1	3	·
CCn1c(C)c(C=O)c2cc([N+](=O)[O-])ccc21	-3	-2
CC1(C)S[C@@H]2[C@H](NC(=O)COc3ccccc3)C(=O)N2[C@H]1C(=O)OCc1cccc2cccnc12	-2	51*
Cc1nc2nc(SCC(=O)N3CCOCC3)nn2c(C)c1Cc1c(F)cccc1Cl	-4	10
CC(O)c1ccc(NC(=O)c2cnn3c2NC(c2ccco2)CC3C(F)(F)F)cc1 (stereo not given)	6	14
Cc1ccc(NC(=O)CN2CCC(C(=O)N3CCN(c4ccccc4F)CC3)CC2)cc1	-11	25
CCOc1ccc(-c2[nH]nc3c2C(c2ccc(OC)c(OC)c2)C(C#N)=C(N)O3)c(OCC)c1 (stereo not given)	-1	44
CCOc1ccc(-c2[nH]ncc2CN2CCCC2c2cc(C(C)C)on2)cc1 (stereo not given)	0	21
O=C(Cc1ccccc1Cl)Nc1nnc(C2CC(=O)N(c3ccc(F)cc3)C2)o1 (stereo not given)	-2	-2
CCCC(=O)Nc1cc(-c2nc3ncccc3o2)ccc1C	-1	4
CCOc1ccccc1NC(=O)c1ccc(F)c(S(=O)(=O)NCc2ccc(C)cc2)c1	0&-14	6&-3
C=CCn1c(SCC)nc2sc(C)c(C)c2c1=O	-2	-32
O=C(Nc1ccc(Cl)cc1)c1cc(S(=O)(=O)Nc2ccc(F)cc2)ccc1Cl	-1	20
CCCC[C@H]1COCCS(=O)(=O)N1Cc1ccc(Br)cc1	-6	0
CCCCOc1ccc(-c2nc(C=Nc3ccccc3Cl)c(O)o2)cc1	0	8
COc1ccccc1C1Nc2ccccc2NC2=C1C(=O)CC(C)(C)C2 (stereo not given)	0	-3
COc1cccc(-c2nc3cc(N=Cc4cccc(OC)c4O)ccc3o2)c1	-1	-4
COc1ccc(NC(=O)CN2CCC3(CC2)N=C(c2cccc(F)c2)C(=O)N3)cc1OC	1	30
O=S(=O)(CS(=O)(=O)NCCc1ccc(Cl)cc1)NCCc1ccc(Cl)cc1	-9	·
CN(C)c1ccc(C=C2c3cc([N+](=O)[O-])cc([N+](=O)[O-])c3-c3c2cc([N+](=O)[O-])cc3[N+](=O)[O-])cc1	-1	44

These rows are one share of the data, so the mix of outcomes need not match the whole.
